Assay outcomes deposited in PubChem BioAssay by Southern Research Specialized Biocontainment Screening Center.
UTI89 phage lysis: protection from phage-mediated lysis, alamar blue read-out – E. coli UTI89, K1F phage, bacterial capsule biogenesis inhibitors (AID 488966). one-dose inhibition, % at 100 µM; IC50 in µM for titrated hits. 0.02% of 340,000 active. E. coli UTI89 K1F phage lysis, alamar blue, 2 h; higher % means a stronger effect;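 active = phage lysis inhibition, versus mean bacterial control, above a set limit; inconclusive = no clear call, values can overlap the other calls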;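 note: capsule biogenesis inhibitors block K1F phage lysis so surviving cells raise fluorescence; higher fluorescence means more inhibition of phage lysis; actives were called in the ten point dose series up to 300 µM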
Rac1 GTP hydrolysis: MgcRacGAP GTPase-activating activity inhibitors, confirmation, biochemical, ADP Hunter fluorescence; MgcRacGAP-stimulated Rac1 GTP hydrolysis, ADP Hunter fluorescence; higher % means a stronger effect; GST-tagged Rac1 F28L mutant substrate; one-dose inhibition, % at 30 µM; IC50 in µM for titrated hits; 0.6% of 340,000 active;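 active = first-screen hits whose inhibition reached a set limit at any dose in the follow-up dose series; inconclusive = inhibition above the set first-screen limit but never retested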;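 note: fluorescence reports GDP produced by GAP-driven GTP hydrolysis; strong numbers were not always called active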
Dengue-2 NS5 capping: Dengue-2 NS5 methyltransferase inhibitors, primary screen, biochemical, confirmation dose response (AID 588689); Dengue-2 NS5 methyltransferase capping enzyme assay, biochemical; higher % means a stronger effect; inhibition, % at 25 µM, or IC50 in µM where a hit was titrated; 0.3% of 340,000 active; in the data active = a potency from the dose series; inconclusive = inhibition above about 29% without an active follow-up result
Dengue-2 NS5 capping pilot replicate: also measured in Dengue-2 NS5 capping; calls as there; inhibition, %; measured here: pilot screen replicate inhibition
The depositor's hits bear a star; i = inactive; ? = inconclusive; [ ] = remark or other dose. The list is partial; count on the stated rates, not on these rows.

SMILES	UTI89 phage lysis	Rac1 GTP hydrolysis	Dengue-2 NS5 capping	others
C=CCn1c(SCC(=O)Nc2cc(C)on2)nnc1-c1ccccc1OC	0.7%[50 µM]	2%	-2%
Cn1ccnc1SCC(=O)Nc1ccc(SC(F)F)cc1	0.7%[50 µM]	6%	0%
CC(=O)Nc1ccc(NC(=O)CSc2nc3ccccc3c(=O)n2CCCN2CCOCC2)cc1	2.0%	-9%	-1%
Clc1ccc(C=NN2CCCCCC2)cc1Cl	1.5%	4%	2%
CC(=NNC(=O)c1ccncc1)c1cccc(Cl)c1	3.9%	-1%	12%
C[C@@H]1CN([C@H](C)CO)C(=O)Cc2cc(NC(=O)Nc3ccccc3)ccc2O[C@@H]1CN(C)Cc1ccc2c(c1)OCO2	6.9%	5%	-9%
O=C(COC(=O)CC1CCS(=O)(=O)C1)Nc1ccc(F)cc1 (stereo not given)	0.5%[50 µM]	2%	-2%
COc1ccc(-c2cccc(CCC(=O)N3CCN(c4cc(C)ccc4C)CC3)c2)cc1	0.1%	8%	-3%	Dengue-2 NS5 capping pilot replicate=4.3
CC(C)(C)OC(=O)N(CCc1ccccc1)Cc1ccccc1OCc1cccc(NC(=O)C2CCC2)c1	-0.1%	-5%	1%	Dengue-2 NS5 capping pilot replicate=0.6
CN1CCN(S(=O)(=O)c2ccc(C3CCCCC3)cc2)CC1	1.8%[50 µM]	1%	7%
CN(CC(=O)Nc1ccc2c(c1)OCO2)CC(=O)Nc1ccc(F)c(F)c1F	0.8%[50 µM]	6%	-4%
CC1CCCCN1C(=O)COC(=O)Cc1c[nH]c2ccccc12 (stereo not given)	-2.1%	6%	-7%
COc1ccc(C)cc1NS(=O)(=O)c1ccccc1	-1.6%	5%	-4%
COc1ccc(NC(=O)N(C)C[C@H]2Oc3c(NS(=O)(=O)c4cccs4)cccc3C(=O)N([C@@H](C)CO)C[C@@H]2C)cc1	0.0%	-7%	-31%
CN(C)CCC(O)(c1ccccc1)c1ccccc1Cl (stereo not given)	-2.2%	4%	-3%
Cc1sc2ncnc(N3CCC(C(=O)Nc4cc(C(F)(F)F)ccc4OCC(F)(F)F)CC3)c2c1C	0.9%[50 µM]	11%	3%
CC(=O)N1c2ccc(C)cc2Sc2c1ccc1ccccc21	-0.1%	5%	1%
Cc1ccc(C(=O)CCC(=O)OCC(=O)N2CCN(S(=O)(=O)c3ccc(C)cc3C)CC2)cc1	0.3%[50 µM]	4%	-2%
O=c1cc(-c2ccsc2)oc2ccc(-c3ccc4cc[nH]c4c3)cc12	1.1%	7%	-4%
CC1C(=O)C(C)C(c2cc(Br)ccc2O)NC1c1cc(Br)ccc1O (stereo not given)	0.2%	9%	-2%
C=CC[C@@H](CC(=O)N[C@H](CO)Cc1ccccc1)C(=O)N[C@H](COC(=O)[C@@H](CC=C)CC(=O)OC(C)(C)C)Cc1c[nH]c2ccccc12	-2.8%	-17%	-8%
C#CCOCCOCCOCCNc1nc(N2CCN(C(=O)[C@H](CCCN=C(N)N)n3cc(C(N)[C@@H](C)CC)nn3)CC2)nc(N2CCN(C(=O)[C@H](CCCCN)n3cc([C@@H](N)CC(N)=O)nn3)CC2)n1 (stereo not given in full)	0.2%	27%	-3%
O=C([O-])c1cc(-c2ccccc2)cc(-c2ccccc2)[n+]1CCc1ccc(Cl)cc1	5.7%	12%	-2%
COc1cccc(C(=O)Nc2ccccc2N2CCN(C(=O)c3ccccc3)CC2)c1	-0.4%[50 µM]	7%	-11%
CN(c1ccccc1)S(=O)(=O)c1ccc(C(=O)NCc2ccccc2CN2CCCC2)cc1	1.4%[50 µM]	6%	1%
CN(C(=O)c1cccc(NC(=O)Cc2ccc(NC(=O)C3CCN(S(=O)(=O)c4cccc([N+](=O)[O-])c4)CC3)cc2)c1)C1CCC1	0.2%	10%	-7%	Dengue-2 NS5 capping pilot replicate=1.8
Cc1cccc(C(C)C)c1NC(=O)CSc1ncnc2[nH]ncc12	0.8%[50 µM]	4%	-4%
COc1cc(C(C)=O)ccc1OCc1cn(CC(=O)c2ccc(O)cc2)nn1	0.1%	6%	1%
Cc1ccc(SCC(=O)N2CCN(c3ccc(F)cc3)CC2)cc1	-1.6%	2%	2%
CCN1CCN(c2ccc(NC(=O)c3cccc(S(=O)(=O)N4CCCC4)c3)cc2)CC1	1.8%	-2%	-7%
COc1ccc(C[C@@H]2OC3(C=CC(=O)C=C3)O[C@H]2Cc2ccc(OC)cc2)cc1	-1.3%	?	7%
CC(C)c1ccc(C(=O)COC(=O)C(O)c2ccccc2)cc1 (stereo not given)	-1.9%	5%	3%
COc1ccc(CC(=O)OCC(=O)NCc2ccc3c(c2)OCO3)cc1OC	-0.8%	5%	0%
Cn1c2ccccc2c(=O)c2ccc(NCCc3cccs3)cc21	-1.0%	-3%	23%
NC(=O)c1ncn([C@@H]2O[C@H](CNCc3cc(Br)ccc3OCc3ccccc3)[C@@H](O)[C@H]2O)n1	0.2%	4%	-3%	Dengue-2 NS5 capping pilot replicate=-6.7
O=CNc1ccc2c(c1)Cc1cccc(NC=O)c1-2	0.3%	44%	5%
COc1ccc(CCNC(=O)COC(=O)c2cc(=O)[nH]c3ccccc23)cc1	2.7%	-4%	-11%
O=C(Cn1c(=O)ccn(Cc2ccccc2)c1=O)Nc1cccc(S(=O)(=O)N2CCOCC2)c1	1.5%[50 µM]	4%	4%
CN(C(=O)c1cccc(NC(=O)Cc2cccc(NC(=O)C3CCCN(C(=O)C4CCCCC4)C3)c2)c1)C1CC1 (stereo not given)	0.0%	8%	-7%	Dengue-2 NS5 capping pilot replicate=-4.0
COc1ccc(C(=O)c2ccccc2C(=O)c2ccccc2)cc1	-0.4%	-6%	-1%
CC(C)(C)OC(=O)C[C@@H]1C/C=C\C[C@@H](CC(=O)NCCO)C(=O)NC[C@H](c2ccccc2)OC1=O	-0.6%	5%	-4%
COc1cc(C(C)=O)ccc1OCC(=O)Nc1cc(S(=O)(=O)N2CCOCC2)ccc1N1CCCC1	0.0%[50 µM]	6%	-9%
O=C(CSc1nnc(Nc2ccccc2F)s1)NCC1CCCO1 (stereo not given)	1.0%	3%	-8%
O=C(c1cc(F)c(F)c(F)c1F)N1CCN(C(=O)C2CCCO2)CC1 (stereo not given)	-2.7%	1%	-4%
Cc1cc2c(cc1C)NC1(C[C@H]3CCC(=O)N4CC[C@@H](C1)[C@@H]34)C(=NC(C)(C)CC(C)(C)C)N2 (stereo not given in full)	0.5%	6%	-6%

Five compounds from above, sorted by formula weight, largest number first.
SMILES	UTI89 phage lysis	Rac1 GTP hydrolysis	Dengue-2 NS5 capping	others
CC(C)(C)OC(=O)C[C@@H]1C/C=C\C[C@@H](CC(=O)NCCO)C(=O)NC[C@H](c2ccccc2)OC1=O	-0.6%	5%	-4%
O=C(Cn1c(=O)ccn(Cc2ccccc2)c1=O)Nc1cccc(S(=O)(=O)N2CCOCC2)c1	1.5%[50 µM]	4%	4%
COc1ccc(CC(=O)OCC(=O)NCc2ccc3c(c2)OCO3)cc1OC	-0.8%	5%	0%
O=C(c1cc(F)c(F)c(F)c1F)N1CCN(C(=O)C2CCCO2)CC1 (stereo not given)	-2.7%	1%	-4%
COc1ccc(C(=O)c2ccccc2C(=O)c2ccccc2)cc1	-0.4%	-6%	-1%

The list continues:
SMILES	UTI89 phage lysis	Rac1 GTP hydrolysis	Dengue-2 NS5 capping	others
CCCN(C(=O)c1cc(S(=O)(=O)N2CCN(CC)CC2)ccc1Cl)C1CCS(=O)(=O)C1 (stereo not given)	-0.1%[50 µM]	-3%	-6%
CCOc1ncccc1C(=O)Nc1cccc(S(=O)(=O)N2CCOCC2)c1	-0.2%[50 µM]	3%	-4%
Cc1onc(-c2ccccc2)c1-c1nnc(COC(=O)c2ccc(O)cc2)o1	0.5%[50 µM]	9%	-7%
Cc1c(Cl)cnc(NC(=O)COC(=O)/C=C/c2ccco2)c1Cl	1.2%[50 µM]	13%	-21%
Cc1ccc(-n2c(SCC(=O)N(C)C3CCS(=O)(=O)C3)nc3ccccc3c2=O)c(C)c1 (stereo not given)	-3.0%	5%	-4%
CN(C)C1CCN(Cc2cc(COCc3ccccc3)c3cccnc3c2O)C1 (stereo not given)	i	6%	2%
CC(=O)c1ccc(S(=O)(=O)Nc2ccc(S(=O)(=O)N3CCCCC3)cc2)cc1	-0.1%[50 µM]	0%	-1%
CCN(C[C@H]1N[C@@](CC)(C(=O)OC)[C@H]2C(=O)N(C)C(=O)[C@@H]12)C(=O)C1CCCCC1	0.1%	7%	-3%	Dengue-2 NS5 capping pilot replicate=-5.8
CCN(Cc1ccncc1)C(=O)c1cccc(S(=O)(=O)N2CCCCC2)c1	0.3%[50 µM]	-1%	-4%
COc1cccc(CN(C)CC(=O)Nc2cccc(S(=O)(=O)N(C)c3ccccc3)c2)c1OC	-0.4%[50 µM]	6%	-8%
Cc1cccc2c1CCCC2=O	2.3%	-14%	2%
COc1ccc(OC)c(/C=C/C(=O)OCC(=O)N2CCCCC2)c1	-2.8%	3%	-6%
CCOC1=NC(=C(c2ccccc2)c2ccccc2)OC1=O	-0.6%	9%	-1%
Cc1ccc(Cl)c(NC(=O)COC(=O)c2nn(-c3ccccc3)cc2O)c1Cl	-1.8%	9%	-1%
CCN(CC(=O)Nc1c(F)cccc1F)C(=O)c1ccc(=O)n(C)n1	1.4%[50 µM]	7%	-2%
O=C1CCCc2cc3c(ccc4ccccc43)cc21	1.8%	6%	3%
COc1cccc(-c2c(-c3cc(OC)cc(OC)c3)n(C)c3ccc(-c4ccc5cc[nH]c5c4)cc23)c1	-0.6%	4%	0%
O=C(Oc1cccc2c(O)cccc12)c1ccccc1Cl	-0.3%	21%	6%
N#Cc1ccccc1S(=O)(=O)N1CCN(C(=O)c2cccc(S(=O)(=O)N3CCCC3)c2)CC1	0.5%[50 µM]	5%	3%
CC(=O)c1c(C)[nH]c(C(=O)CN2CCN(S(=O)(=O)c3ccccc3F)CC2)c1C	0.3%[50 µM]	4%	-4%
C#CCOCCOCCOCCNc1nc(N2CCN(C(=O)Cn3cc(CCO)nn3)CC2)nc(N2CCN(C(=O)[C@H](C)n3cc(CCCN=C(N)N)nn3)CC2)n1	1.6%	7%	-2%
C[C@@H]1CN([C@@H](C)CO)C(=O)c2cccc(NC(=O)C3CCOCC3)c2O[C@H]1CN(C)S(=O)(=O)c1ccc(Cl)cc1	-0.3%	6%	4%
O=C(Cc1ccc(NC(=O)C2CCCN(C(=O)c3ccccc3)C2)cc1)Nc1ccc(C(=O)N2CCOCC2)cc1 (stereo not given)	0.1%	-1%	4%	Dengue-2 NS5 capping pilot replicate=-2.7
CC1=CN(S(=O)(=O)c2ccc(C)cc2)C[C@@H]2[C@H]3CC[C@H](C3)[C@H]12	0.0%	4%	-6%	Dengue-2 NS5 capping pilot replicate=0.0
Nc1cc(Cl)ccc1C(=O)OCC(=O)N1CCCCCC1	-0.6%	3%	-4%
COc1ccc(C)cc1NC(=O)C1CC(=O)N(CCc2ccc(F)cc2)C1 (stereo not given)	-0.2%	4%	-4%
CC(=O)c1ccc(N(CC(=O)NC2CCS(=O)(=O)C2)S(=O)(=O)c2ccc(C)cc2)cc1 (stereo not given)	-0.8%	10%	8%
COC(=O)[C@H]1C[C@H](O)CN1S(=O)(=O)c1ccc(Br)cc1F	0.0%	0%	-5%	Dengue-2 NS5 capping pilot replicate=3.7
COc1ccccc1N(CC(=O)N(C)Cc1ccccc1)S(=O)(=O)c1cccs1	-0.1%[50 µM]	6%	-3%
COc1ccc(CCNC(=O)COC(=O)/C=C/c2ccc(OC)cc2OC)cc1	-0.1%	-4%	-1%
NC(=O)C1CCN(CC(=O)Nc2ccccc2C(=O)NC2CC2)CC1	1.5%[50 µM]	4%	-2%
Cc1ccc(Nc2ncc3c(=O)[nH][nH]c(=O)c3n2)cc1	-3.3%	4%	-7%
COc1cc(OC)cc(-c2c(C#Cc3ccsc3)c3cc(-c4ccc(OC)c(OC)c4)ccc3n2C)c1	0.4%	7%	7%

Reprinted at random: 4 entries already listed
SMILES	UTI89 phage lysis	Rac1 GTP hydrolysis	Dengue-2 NS5 capping	others
C#CCOCCOCCOCCNc1nc(N2CCN(C(=O)Cn3cc(CCO)nn3)CC2)nc(N2CCN(C(=O)[C@H](C)n3cc(CCCN=C(N)N)nn3)CC2)n1	1.6%	7%	-2%
CC(=O)c1ccc(N(CC(=O)NC2CCS(=O)(=O)C2)S(=O)(=O)c2ccc(C)cc2)cc1 (stereo not given)	-0.8%	10%	8%
Cc1ccc(Nc2ncc3c(=O)[nH][nH]c(=O)c3n2)cc1	-3.3%	4%	-7%
N#Cc1ccccc1S(=O)(=O)N1CCN(C(=O)c2cccc(S(=O)(=O)N3CCCC3)c2)CC1	0.5%[50 µM]	5%	3%
